rTrxR1 inhibitor – qHTS Assay for Inhibitors of Mammalian Selenoprotein Thioredoxin Reductase 1 (TrxR1): qHTS; Thioredoxin reductase 1, cytoplasmic (Rattus norvegicus), O89049; recombinant rTrxR1, NADPH fluorescence consumption, selenite substrate; Potency, µM (series often up to 114 µM), inactives show at the highest dose activity change, negative = inhibition, hits mostly inhibitors; actives 1% (n = 390,000); AID 588453, 2011; also: potency is read from the fitted curve at half-maximal effect; % is scaled to controls: 0 for no effect and ±100 for the full control effect; nearly all actives have a fitted effect of over 65% in size
Target sequence (O89049 whole entry, looked up): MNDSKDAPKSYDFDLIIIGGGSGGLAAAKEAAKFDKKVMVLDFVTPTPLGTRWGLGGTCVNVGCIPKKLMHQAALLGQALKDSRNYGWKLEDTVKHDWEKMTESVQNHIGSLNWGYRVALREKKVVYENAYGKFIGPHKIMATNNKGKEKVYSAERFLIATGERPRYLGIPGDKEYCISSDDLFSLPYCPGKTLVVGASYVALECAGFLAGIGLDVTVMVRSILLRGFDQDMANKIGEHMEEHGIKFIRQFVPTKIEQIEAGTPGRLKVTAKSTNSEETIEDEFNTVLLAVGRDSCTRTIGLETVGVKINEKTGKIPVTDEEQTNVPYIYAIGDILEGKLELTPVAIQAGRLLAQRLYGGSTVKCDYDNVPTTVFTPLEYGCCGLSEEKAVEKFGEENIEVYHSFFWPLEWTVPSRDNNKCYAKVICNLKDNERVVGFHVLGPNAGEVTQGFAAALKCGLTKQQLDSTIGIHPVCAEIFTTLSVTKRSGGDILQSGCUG
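Rat TrxR1 (90 nM in the dispensed reagent) was pre-reduced with 400 uM NADPH for 5 min at room temperature, then incubated with compound for 15 min. After 400 uM selenite was added, NADPH fluorescence (Ex 340/Em 450 nm) was followed for 8 min.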
USP1 inh – Inhibitors of USP1/UAF1: Primary Screen | Ubiquitin carboxyl-terminal hydrolase 1 (Homo sapiens), O94782 | recombinant USP1/UAF1, Ub-Rhodamine cleavage fluorescence | Potency, µM (doses to about 57.1 µM), for the others: at the top dose activity change, negative = inhibition, most hits filed as inhibitors | actives 0.23% (n = 390,000); also: potency is read from the fitted curve at half-maximal effect; % is scaled to controls: 0 for no effect and ±100 for the full control effect; nearly all actives have a fitted effect of over 60% in size; inactives centre near -12
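USP1/UAF1 complex at 1 nM was preincubated with compound for 15 min at room temperature, then Ub-Rho substrate (150nM final) was added. Fluorescence (480/540 nm) was read kinetically, 6 reads every 60 seconds.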
D2 antagonist – HTS Assay for Allosteric Antagonists of the Human D2 Dopamine Receptor: Primary Screen for Antagonists | HEK293 TREx D2 cells, calcium flux, dopamine EC80 | inhibition, % at 10 µM | actives 2% (n = 340,000); in the data active = inhibition above about 30%; also: 0% is about no effect
Target sequence (P14416 whole entry, looked up): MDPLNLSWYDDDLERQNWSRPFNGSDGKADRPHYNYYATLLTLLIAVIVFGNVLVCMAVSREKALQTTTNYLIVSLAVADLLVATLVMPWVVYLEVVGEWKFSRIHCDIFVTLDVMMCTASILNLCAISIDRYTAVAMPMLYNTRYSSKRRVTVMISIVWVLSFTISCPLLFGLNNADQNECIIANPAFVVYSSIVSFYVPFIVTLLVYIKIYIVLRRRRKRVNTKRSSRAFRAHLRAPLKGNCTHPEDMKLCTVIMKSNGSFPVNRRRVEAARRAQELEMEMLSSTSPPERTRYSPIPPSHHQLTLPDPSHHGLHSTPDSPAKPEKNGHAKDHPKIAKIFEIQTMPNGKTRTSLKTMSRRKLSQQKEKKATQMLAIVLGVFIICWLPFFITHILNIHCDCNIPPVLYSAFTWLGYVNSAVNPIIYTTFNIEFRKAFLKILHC
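Compounds are added to dye-loaded, induced HEK293 T-REx cells coupled to calcium release via D2; after a 3 min kinetic read an EC80 dopamine stimulus is given and fluorescence is recorded for 3 more min.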
D2 ag – HTS Assay for Allosteric Agonists of the Human D2 Dopamine Receptor: Primary Screen for Agonists; D(2) dopamine receptor (Homo sapiens), P14416; HEK293 T-REx D2 cells, calcium flux agonist mode; activation, % at 2 µM; actives 0.53% (n = 340,000);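 active = activation over 3 SD above normal in the single-dose calcium agonist read, cut at about 30% in these data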; also: 0% is about no effect
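Tetracycline-induced HEK293 T-REx cells with force-coupled D2 receptor, plated overnight at 30 C, loaded with no-wash calcium dye. After a 10 s baseline, compound was pin-added and calcium flux read kinetically for 180 s; calcium rises flagged agonists.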
TRHR enhancer – qHTS for Small Molecule Agonists and Allosteric Enhancers of Human TRH Receptor: Primary Screen for Enhancers; AID 493056, 2011; TRHR cells, fluo-8 calcium fluorescence, EC20 TRH enhancement; Thyrotropin-releasing hormone receptor (Homo sapiens), P34981; enhancement, % at 2 µM; actives 0.66% (n = 360,000); in the data active = enhancement above about 30%; also: 0% is about no effect
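TRHR-expressing cells loaded with fluo-8 calcium dye were read kinetically (ex 480/em 530) during compound addition, then stimulated with an EC20 of TRH (10 nM final). Enhancement of the Gq-mediated intracellular calcium response was scored.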
Pin1 inhibitor – qHTS Assay to Find Inhibitors of Pin1 | actives 0.009% (n = 390,000) | Potency, µM (doses to about 115 µM), for the others: at the highest dose activity, negative = inhibition, hits mostly inhibitors | AID 504891, 2011 | Pin1 FP peptide displacement, HiFluor488, 10 min | Peptidyl-prolyl cis-trans isomerase NIMA-interacting 1 (Homo sapiens), Q13526; active = well fitted inhibition curve with a large enough effect in the polarisation, with a control signal flat, not every such curve was filed as active; inconclusive = small, poorly fitted or top-dose-only effect, or effect the other way, or a change in a side signal; inactive = no such curve, though single readings can be large or run the other way; the % refers to the polarisation; also: potency is read from the fitted curve at half-maximal effect; % is scaled to controls: 0 for no effect and ±100 for the full control effect
TrxR1 substrate – qHTS Assay for Substrates of Mammalian Selenoprotein Thioredoxin Reductase 1 (TrxR1): qHTS; Thioredoxin reductase 1, cytoplasmic (Rattus norvegicus), O89049; Potency, µM (doses to about 114 µM), for the others: top-dose activity change, negative = substrate turnover; AID 588456, 2011; actives 0.01% (n = 390,000); purified TrxR1 substrate turnover, NADPH consumption readout; also: potency is read from the fitted curve at half-maximal effect; % is scaled to controls: 0 for no effect and ±100 for the full control effect; nearly all actives have a fitted effect of over 50% in size
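Rat TrxR1, dispensed at 90 nM, was prereduced with 400 uM NADPH (final) for 5 min at ~22 deg C, then incubated with compound 15 min before 400 uM selenite. A first-read NADPH fluorescence drop versus no-compound background flagged substrates.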
TRHR agonist – qHTS for Small Molecule Agonists and Allosteric Enhancers of Human TRH Receptor: Primary Screen for Agonists; actives 0.18% (n = 360,000); TRHR cells, calcium flux fluo-8, FDSS agonist mode; Thyrotropin-releasing hormone receptor (Homo sapiens), P34981; activation, % at 2 µM; in the data active = activation above about 30%; also: 0% is about no effect
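TRHR-expressing cells loaded with fluo-8 calcium dye; 23 nL library compound pin-transferred, kinetic FDSS fluorescence (Ex 480/Em 530) recorded about 180 s for agonist-induced calcium release, before a 10 nM TRH EC20 addition for potentiator mode.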
IDH1 R132H inh – qHTS for Inhibitors of mutant isocitrate dehydrogenase 1 (IDH1): qHTS; Isocitrate dehydrogenase [NADP] cytoplasmic (Homo sapiens), O75874; IDH1-R132H enzyme, NADPH consumption, diaphorase/resazurin fluorescence; Potency, µM (doses to about 76.6 µM), for the others: at the top dose activity change, negative = inhibition, usual class: inhibitors; actives 0.093% (n = 390,000); AID 602179, 2012; also: potency is read from the fitted curve at half-maximal effect; % is scaled to controls: 0 for no effect and ±100 for the full control effect; nearly all actives have a fitted effect of over 65% in size
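IDH1-R132H (0.5 ug/mL) preincubated 30 min with compound, then NADPH (0.016 mM) and alpha-KG (2 mM) added; 80 min at RT, pH 7.5. Remaining NADPH coupled via diaphorase/resazurin to fluorescence (540/590 nm); concentration-response curves normalized to no-enzyme control.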
Starred values were filed as active, the others as inactive; ? = inconclusive; . = no result given; [ ] = remark or other dose. Unless noted, calls follow the shape of the dose curve; as a rule, active = well fitted inhibition curve with a large enough effect; inconclusive = small, poorly fitted or top-dose-only effect; inactive = no such curve, though single readings can be large or run the other way. Not all compounds are listed; the hit share may differ from the screen's.

Values run as follows: USP1 inh, rTrxR1 inhibitor, Pin1 inhibitor, IDH1 R132H inh, TRHR enhancer, TRHR agonist, TrxR1 substrate, D2 ag, D2 antagonist
1. N#CC(C#N)=C1CCc2ccccc2N1
→ -3.1%, -23.0%, 2.7%, 8.8%, 0.5, -0.3, -19.6%, 0.0, -18.0
2. O=C1C=C(Nc2ccccc2)CC(c2ccccc2)C1 (configuration not stated)
→ 5.2%, 4.4%[57.1 µM], -2.6%, -5.9%, -0.6, -0.3, 2.1%[57.1 µM], -0.4, -26.5
3. COc1ccc(CNC(=O)C[C@H]2C[C@H](C(=O)N(C(C)C)C(C)C)[C@@]3(C)c4[nH]c5cc(-c6ccco6)ccc5c4CCN3C2=O)cc1OC
→ -16.7%, 6.3%, 10.2%, -6.9%, ., ., 10.3%, ., .
4. O=C(COC(=O)c1ccc(S(=O)(=O)Nc2ccccc2)cc1)NCc1ccco1
→ -3.4%, -12.6%, 0.2%, -0.9%, -7.3, 0.3, -0.2%, -0.3, 1.2
5. O=c1[nH]c2ccccc2c(O)c1Cc1ccccc1
→ -4.3%, 7.0%[57.1 µM], -0.4%, 14.7%, 0.1, 0.6, 18.9%[57.1 µM], -0.2, -2.2
6. COC(C[C@H](O)C[C@@H](O)[C@H](C)OCc1ccccc1)OC
→ -23.4%, 14.2%, 5.1%, 8.2%, -2.8, -0.4, -0.6%, -0.2, 15.2
7. CC1CCCCN1c1nc2nonc2nc1N1CCCCC1C (configuration not stated)
→ -21.9%, -2.5%, ?, 1.4%, -2.3, 0.4, -9.0%, -0.3, 6.2
8. CCN(CC)C(=O)Cn1cc(C(=O)C(=O)N2CCN(c3ccccc3)CC2)c2ccccc21
→ -14.4%, -17.2%, -7.9%, 1.7%, -3.6, -0.6, -15.0%, 0.8, 0.4
9. O=C(CCNC(=O)Cn1ccc2ccccc2c1=O)NCc1ccccn1
→ -5.8%, 7.8%, ?, 1.5%, -2.6, 0.0, 1.5%, 0.6, 8.8
10. Cc1ccn2c(C(=O)c3ccc(Cl)cc3)cnc2c1
→ -15.2%, 8.3%[57.1 µM], 0.3%, 3.8%, 2.8, 0.5, -0.2%, ., .
11. CC1(C)N=C(N)NC(Nc2ccccc2)=N1
→ -2.6%, -9.5%, 2.5%, 2.7%, 6.9, 0.0, -7.8%, -0.9, -12.5
12. CC1=NN(C(N)=S)C(=O)C1N=Nc1c(C)cc(C)cc1C (configuration not stated)
→ -17.4%, -16.6%, 3.5%, 2.9%, -5.1, 1.3, 0.2%, -1.3, 2.5
13. CC(C)CNC(=O)c1nn(Cc2ccccc2)c(=O)c2ccccc12
→ -21.5%, 21.1%, -1.8%, 1.1%, -19.1, -1.2, 1.0%, -1.4, 15.1
14. O=C(N/N=C/c1ccoc1)c1ccc(Cl)cc1
→ -12.2%, 14.3%, -10.0%, -6.2%, -4.9, 1.4, 2.7%, 0.3, -10.5
15. O=C(NCC(c1cccs1)N1CCOCC1)c1cc2ccccc2oc1=O (configuration not stated)
→ -11.3%, 1.8%, -0.8%, -4.1%, ., ., -4.9%, ., .

Values run as follows: USP1 inh, rTrxR1 inhibitor, Pin1 inhibitor, IDH1 R132H inh, TRHR enhancer, TRHR agonist, TrxR1 substrate, D2 ag, D2 antagonist
16. O=C(CSc1nc2ccccc2o1)NC(=O)NCc1ccco1
→ -9.4%, -8.9%, 1.2%, 8.0%, 4.1, -2.1, -7.9%, -1.5, -2.2
17. CC(C)N(Cc1ccccc1)c1ncnc2c1nnn2C
→ -9.3%, 17.8%[57.1 µM], -8.1%, -15.8%, -2.2, -0.5, -1.1%[57.1 µM], -0.7, .
18. COC(=O)c1sc(N2C(=O)c3oc4ccccc4c(=O)c3C2c2ccc(O)cc2)nc1C (configuration not stated)
→ -11.6%, -18.7%, 4.5%, -1.4%, 24.3, -0.8, -7.9%, -0.2, .
19. Cc1cc(S(=O)(=O)N2CCN(c3ccccc3F)CC2)ccc1-n1cnnn1
→ -0.3%, 3.9%[57.1 µM], 4.1%, -13.6%, -4.5, -0.3, 9.1%[0.0914 µM], ., .
20. COc1cc(C(C)=O)cc(OC)c1O
→ -17.7%, -6.6%, -6.5%, 3.5%, ., ., -2.4%, ., .
21. Cc1cccc(-n2c(SCc3cc(=O)n4ccsc4n3)nc3ccccc3c2=O)c1
→ -17.7%, 11.7%[57.1 µM], -8.3%, 3.4%, -3.0, 0.0, 1.2%, 0.9, 14.6
22. Cc1cc(C)cc(C(=O)OCC(=O)NC2CCCC2)c1
→ -13.1%, 14.5%, 3.4%, -2.3%, 3.0, -0.4, -1.5%, 0.5, 0.9
23. Cc1ccc(NS(=O)(=O)c2c(C(=O)N3CCCCCC3)c(C)n(C)c2C)cc1F
→ -16.0%, -4.3%[57.1 µM], -7.2%, 16.9%, 1.7, -0.2, -5.9%[57.1 µM], 0.6, .
24. O=C(NCC1CCN(C(=O)c2cccc([N+](=O)[O-])c2)CC1)c1cccc([N+](=O)[O-])c1
→ -9.9%, 3.1%[57.1 µM], 0.2%, -4.9%, -6.2, -1.1, 2.5%[57.1 µM], -1.3, 22.6
25. COc1cc(C(=O)Nc2ccc3c(c2)CCCN3C(=O)c2ccco2)c([N+](=O)[O-])cc1OC
→ -4.6%, -20.6%, -15.8%, -6.0%, -2.5, -0.5, -21.7%, -0.1, -0.9
26. COC(=O)c1ccc(CC(=O)c2ccc(O)cc2O)o1
→ -25.7%, ?, ?, -2.6%, 6.9, -0.3, -5.3%, -1.5, 20.2
27. Cc1cccn2c(=O)c(/C=N/O)c(N3CCCC3)nc12
→ -8.4%, 5.7%, -1.0%, 4.4%, 6.3, 0.3, 2.5%, -0.6, 9.0
28. CCOC(=O)c1ccc(N2C(=O)c3n[nH]c(-c4ccco4)c3C2c2ccc([N+](=O)[O-])cc2)cc1 (configuration not stated)
→ -19.0%, -1.4%, 26.7%, 6.7%, 2.2, 1.0, -2.1%, 5.7, 0.6
29. CC(C)[C@H](NC(=O)C1CCN(C(=O)[C@@H]2CCCN2)CC1)C(=O)NCc1ccc(F)cc1
→ 18.4%, 2.2%, -6.2%, -14.1%, 2.0, 0.5, -0.5%, -0.4, -20.1
30. Nc1nc(-c2nc3ccccc3[nH]2)cs1
→ -13.0%, -0.6%, 3.7%, -0.8%, -3.7, -0.3, -3.8%, -0.4, -0.1

Values run as follows: USP1 inh, rTrxR1 inhibitor, Pin1 inhibitor, IDH1 R132H inh, TRHR enhancer, TRHR agonist, TrxR1 substrate, D2 ag, D2 antagonist
31. C[n+]1nc(Nc2ccccc2)sc1-c1ccc(C(=O)O)cc1
→ ., ., ., ., -3.0, -0.6, ., -0.3, 8.3
32. Cc1ccsc1C1CC(=O)NC2=C1C(=O)CC(C)(C)C2 (configuration not stated)
→ -11.4%, 20.8%[57.1 µM], -0.8%, 2.7%, 0.6, 0.7, 4.2%[57.1 µM], 1.3, 15.9
33. Nc1nonc1-n1nnc(C(=O)N/N=C/C=C/c2ccccc2)c1CSC1=NCCS1
→ -3.9%, 8.1%[57.1 µM], 48.2%[activator], -2.4%, 5.2, 0.7, 5.9%[57.1 µM], -0.1, 4.8
34. O=C(Cc1ccccc1)c1c[nH]c(C(=O)NCCCn2ccnc2)c1
→ ., ., ., ., -5.4, 0.1, ., 0.2, 12.3
35. O=C(CCC(=O)c1ccccc1)Nc1ccccc1
→ 5.9%, 13.6%[57.1 µM], -2.1%, 5.8%, ., ., 3.7%[57.1 µM], ., .
36. COc1cc(/C=C2/C(=O)NN(c3cccc(C)c3)C2=O)ccc1OC(=O)c1ccco1
→ ?, ?, ., -9.8%, 51.5*, -0.5, -8.9%, -1.2, 9.9
37. CC1CCCN1CC#CC(O)(c1ccccc1)c1ccccc1 (configuration not stated)
→ -11.0%, 10.7%[57.1 µM], 0.2%, 6.5%, -2.5, 0.7, 5.6%[57.1 µM], 0.0, -5.6
38. CCOC(=O)c1ccc(NC(=O)Cc2cccs2)cc1
→ -6.8%, 40.2%[11.4 µM], 4.8%, -2.5%, 6.3, 1.0, -0.2%, 0.1, 5.2
39. O=C(c1cnc2ccccn2c1=O)N1CCc2ccccc21
→ -1.9%, 16.2%, 7.3%, 14.1%, 9.1, 0.0, 6.9%, -0.4, -15.2
40. Cc1cc(C)cc(-n2c(C)c3c(C)nnc(C)c3c2C)c1
→ -14.5%, -4.7%, ?, -3.2%, 1.2, 0.2, -0.6%, 0.4, 9.2
41. O=C(COC(=O)c1cnccn1)Nc1ccc(Cl)cn1
→ -9.6%, -15.8%[57.1 µM], -0.3%, -1.8%, 1.8, 0.0, -1.8%[57.1 µM], 0.3, 8.5

Assay outcomes: PubChem BioAssay, National Center for Advancing Translational Sciences (NCATS)
